Compound activity (PubChem)
GCN5L2 inh – blocks human GCN5L2 histone acetyltransferase; Q92830; GCN5L2 HAT assay, ThioGlo1 CoA-SH fluorescence; Potency, µM (series often up to 58.9 µM), for inactives: at the highest dose activity change, negative = inhibition, usual class: inhibitors; 0.21% of 390,000 active
Target sequence (Q92830 whole entry, looked up): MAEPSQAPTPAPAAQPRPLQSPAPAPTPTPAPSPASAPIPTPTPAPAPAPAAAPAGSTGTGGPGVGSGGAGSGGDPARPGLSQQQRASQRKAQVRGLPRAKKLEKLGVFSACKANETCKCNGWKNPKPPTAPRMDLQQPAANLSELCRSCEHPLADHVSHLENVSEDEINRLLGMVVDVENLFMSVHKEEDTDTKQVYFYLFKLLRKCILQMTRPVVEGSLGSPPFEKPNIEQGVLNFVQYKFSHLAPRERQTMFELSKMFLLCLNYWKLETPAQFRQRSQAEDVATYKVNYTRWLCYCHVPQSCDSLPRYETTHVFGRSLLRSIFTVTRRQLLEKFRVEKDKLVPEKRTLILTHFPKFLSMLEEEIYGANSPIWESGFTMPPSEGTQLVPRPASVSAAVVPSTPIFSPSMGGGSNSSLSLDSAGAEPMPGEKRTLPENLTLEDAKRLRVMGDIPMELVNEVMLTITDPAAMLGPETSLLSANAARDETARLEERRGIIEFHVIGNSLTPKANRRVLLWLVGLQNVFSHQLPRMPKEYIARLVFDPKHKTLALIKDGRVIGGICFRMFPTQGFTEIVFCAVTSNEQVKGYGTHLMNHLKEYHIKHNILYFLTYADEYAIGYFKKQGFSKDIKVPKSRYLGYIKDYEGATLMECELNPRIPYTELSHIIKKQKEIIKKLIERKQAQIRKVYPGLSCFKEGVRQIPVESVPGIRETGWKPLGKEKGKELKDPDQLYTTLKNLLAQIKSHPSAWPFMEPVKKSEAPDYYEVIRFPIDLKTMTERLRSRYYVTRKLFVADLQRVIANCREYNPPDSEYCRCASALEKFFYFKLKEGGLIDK
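GCN5L2 (20nM final) in 50mM HEPES, 0.1mM EDTA pH 7.5, 0.01% Tween-20 was preincubated 15 min at room temperature with compound, then given ThioGlo1 (50uM), H3(1-25) peptide (75uM) and acetyl-CoA (70uM); CoA-thiol fluorescence (Ex340/Em540) was read at 0 and 20 min.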
DT40 TDP1 no CPT – qHTS for Inhibitors of human tyrosyl-DNA phosphodiesterase 1 (TDP1): qHTS in cells in absence of CPT; Potency, µM (top dose mostly 46.2 µM), inactives show at the highest dose activity change, negative = growth inhibition, usual class: inhibitors; 15% of 420,000 active; AID 686978, 2013; DT40 Tdp1-/- hTDP1 cells, no CPT, ATP luminescence, 48 h; further: nearly all actives have a fitted effect of over 55% in size
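Chicken DT40 Tdp1-/- cells complemented with human TDP1, screened without camptothecin (DMSO vehicle only), 400 cells/well. Compounds pin-transferred, cells incubated at 37 °C for at least 48 hr. Growth read as ATP-dependent luminescence (CellTiter-Glo, 30 min at RT).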
DT40 TDP1 CPT – DT40-hTDP1 cell growth loss with CPT; chicken DT40 Tdp1-/-;hTDP1 cells + 20 nM CPT, ATP luminescence, 48 h; Potency, µM (series often up to 46.2 µM), for the others: top-dose activity change, negative = growth inhibition, actives largely listed as inhibitors; 12% of 420,000 active; AID 686979; further: nearly all actives have a fitted effect of over 55% in size
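Cell growth measured by CellTiter-Glo luminescence after a minimum 48 h, 37 C compound exposure with 20 nM CPT in Tdp1-knockout DT40 cells stably expressing hTDP1, seeded 400/well; qHTS titration format.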
Numbers without * were called inactive. The call rests on the fitted dose curve; in most records, active means well fitted curve in the direction sought with a large enough effect; inconclusive means small, poorly fitted or top-dose-only effect, or another doubt; inactive means no such curve, though single readings can be large; an effect the other way counts as inactive or inconclusive. On the % scale 0 is the no-effect control and ±100 the full control effect; potency means the concentration at half of the fitted maximal effect.

Results for CC(=O)N/C(=C\c1ccccc1)C(=O)OCc1cc(C)ccc1C ?
GCN5L2 inh: -4%; DT40 TDP1 no CPT: -2%; DT40 TDP1 CPT: 9%

What do the screens show for `O=C(O)c1cccc(N(CCO)CCO)c1`?
GCN5L2 inh: -1%; DT40 TDP1 no CPT: 12%; DT40 TDP1 CPT: -6%

How did COc1ccc(NC(=O)c2cccc(N3C(=O)C4C5CCC(C5)C4C3=O)c2)cc1 (stereo not given) do in these assays?
GCN5L2 inh: -21%; DT40 TDP1 no CPT: inconclusive; DT40 TDP1 CPT: inconclusive

Results for O=C(Cn1c(=O)c2c(ncn2Cc2ccccc2)n(Cc2ccccc2)c1=O)N1CCc2ccccc21 ?
GCN5L2 inh: -5%; DT40 TDP1 no CPT: 3%; DT40 TDP1 CPT: -17%

Results for COc1cccc(OCC(=O)NC2CCCCCC2)c1 ?
GCN5L2 inh: -8%; DT40 TDP1 no CPT: inconclusive; DT40 TDP1 CPT: -9%

Results for Cc1ccc(-n2nc3c(=O)n(CC(=O)NCc4cccs4)nc(C)c3c2C)cc1 ?
GCN5L2 inh: 2%; DT40 TDP1 no CPT: 3%; DT40 TDP1 CPT: inconclusive

What do the screens show for `CC1CCN(S(=O)(=O)c2ccc3c(c2)oc(=O)n3CC(=O)NCc2ccc(F)cc2)CC1`?
GCN5L2 inh: -10%; DT40 TDP1 no CPT: 8.2µM*; DT40 TDP1 CPT: 12µM*

How did CSc1ccc(NC(=O)NCc2ccccc2)cc1 do in these assays?
GCN5L2 inh: inconclusive; DT40 TDP1 no CPT: -15%; DT40 TDP1 CPT: 5%

What do the screens show for `O=C(NCCS(=O)(=O)NC1CCCCC1)c1ccccc1`?
GCN5L2 inh: -3%; DT40 TDP1 no CPT: -1%; DT40 TDP1 CPT: 5%

What do the screens show for `COc1cc2c(cc1OC)CN(C(=O)c1cc(COc3ccccc3SC)on1)CC2`?
DT40 TDP1 no CPT: inconclusive; DT40 TDP1 CPT: inconclusive

Results for Cc1[nH]c2ccccc2c1SCC(=O)N1CCN(c2ccccc2)CC1 ?
GCN5L2 inh: -5%; DT40 TDP1 no CPT: 26µM*; DT40 TDP1 CPT: inconclusive

Results for O=C(O)C1CCCN1S(=O)(=O)c1ccc2c(c1)CCC2 (stereo not given) ?
GCN5L2 inh: -2%; DT40 TDP1 no CPT: -7%; DT40 TDP1 CPT: inconclusive

What do the screens show for `CC(C(=O)NC1CCCC1)N(c1ccc(Oc2ccccc2)cc1)S(C)(=O)=O` (stereo not given)?
GCN5L2 inh: -9%; DT40 TDP1 no CPT: -1%; DT40 TDP1 CPT: 8%

Results for COC(=O)CCC(=O)Nc1nccs1 ?
GCN5L2 inh: 3%; DT40 TDP1 no CPT: -2%; DT40 TDP1 CPT: 20%

How did CC(CC(=O)Nc1ccc2c(c1)c(=O)n(C)n2Cc1ccc(F)cc1)c1ccccc1 (stereo not given) do in these assays?
DT40 TDP1 no CPT: 21µM*; DT40 TDP1 CPT: 21µM*

Results for COc1ccc(NC(=O)Nc2ccon2)cc1OC ?
GCN5L2 inh: inconclusive; DT40 TDP1 no CPT: 25%; DT40 TDP1 CPT: 1%

How did Cc1cc(C)nc(/N=C2/NC(=O)CS2)n1 do in these assays?
GCN5L2 inh: 1%; DT40 TDP1 no CPT: -9%; DT40 TDP1 CPT: -11%

Results for O=C(COC(=O)c1cccc2ccccc12)Nc1cccnc1Cl ?
GCN5L2 inh: -7%; DT40 TDP1 no CPT: 1%; DT40 TDP1 CPT: 0%

How did CCOCCn1c(N2CCCC2)nc2c1c(=O)[nH]c(=O)n2C do in these assays?
GCN5L2 inh: inconclusive; DT40 TDP1 no CPT: 4%; DT40 TDP1 CPT: -3%

Results for Cc1cc(C(=O)Nc2nc3c(s2)CCCC3)cs1 ?
GCN5L2 inh: -6%; DT40 TDP1 no CPT: inconclusive; DT40 TDP1 CPT: inconclusive

Results for O=C(CCCN1C(=O)c2cccc3cccc(c23)C1=O)NCCN1CCOCC1 ?
GCN5L2 inh: -5%; DT40 TDP1 no CPT: -13%; DT40 TDP1 CPT: 22%

Results for CC(=O)c1ccc(NC(=O)c2ccn(C(=O)OCC(C)C)n2)cc1 ?
GCN5L2 inh: 0%; DT40 TDP1 no CPT: inconclusive; DT40 TDP1 CPT: -12%

Results for NS(=O)(=O)c1ccc(NC(=O)c2ccc(COc3ccccc3)o2)cc1 ?
GCN5L2 inh: -9%; DT40 TDP1 no CPT: inconclusive; DT40 TDP1 CPT: -23%

How did Cc1cc(C)cc(-n2c(SCC(N)=O)nc3c([nH]c4ccccc43)c2=O)c1 do in these assays?
GCN5L2 inh: 3%; DT40 TDP1 no CPT: inconclusive; DT40 TDP1 CPT: inconclusive

Results for Cc1ccc(C(=O)NC(C)c2nnc(SCC(=O)NC3CCCC3)n2C)cc1 (stereo not given) ?
GCN5L2 inh: -31%; DT40 TDP1 no CPT: 21%; DT40 TDP1 CPT: -2%

What do the screens show for `COc1cccc(C2C(=O)N(C3CCCCC3)CC(=O)N2Cc2ccc(Cl)cc2)c1` (stereo not given)?
GCN5L2 inh: -1%; DT40 TDP1 no CPT: inconclusive; DT40 TDP1 CPT: inconclusive

How did CCOC(=O)C1=C(C)NC(C)=C(C(=O)OCCNC(=O)c2cccnc2)C1c1cccc([N+](=O)[O-])c1 (stereo not given) do in these assays?
GCN5L2 inh: -1%; DT40 TDP1 no CPT: inconclusive; DT40 TDP1 CPT: 23µM*

Results for CC(C)CC1NC(=O)N(CC(=O)Nc2cc(F)ccc2F)C1=O (stereo not given) ?
GCN5L2 inh: 1%; DT40 TDP1 no CPT: 11%; DT40 TDP1 CPT: -13%

How did COc1ccc(-n2ccn(Cc3ccc(C)cc3)c(=O)c2=O)cc1OC do in these assays?
GCN5L2 inh: -12%; DT40 TDP1 no CPT: 0%; DT40 TDP1 CPT: -6%

How did Cc1ccc(S(=O)(=O)CCC(=O)OCc2ccc(Cl)cc2)cc1 do in these assays?
GCN5L2 inh: 2%; DT40 TDP1 no CPT: 3%; DT40 TDP1 CPT: -24%

Results for COc1ccc(CCC(=O)NC2CC(=O)N(c3cccc(F)c3)C2)cc1 (stereo not given) ?
GCN5L2 inh: -8%; DT40 TDP1 no CPT: -7%; DT40 TDP1 CPT: -10%

Results for O=C(NCc1ccccc1)c1ccccc1Br ?
GCN5L2 inh: -7%; DT40 TDP1 no CPT: -13%; DT40 TDP1 CPT: 19%

What do the screens show for `CC(=O)c1cccc(NC(=O)CSc2nc(=O)n(Cc3ccccn3)c3c2CCC3)c1`?
GCN5L2 inh: -2%; DT40 TDP1 no CPT: inconclusive; DT40 TDP1 CPT: -29%

How did CCN(CC)S(=O)(=O)c1ccc(S(=O)(=O)N2CCC(C(=O)NC3CCN(Cc4ccccc4)CC3)CC2)cc1 do in these assays?
GCN5L2 inh: -3%; DT40 TDP1 no CPT: -6%; DT40 TDP1 CPT: 1%

How did COc1ccc(NC(=O)CN(C)CC(=O)Nc2ccc(Cl)cc2F)cc1 do in these assays?
GCN5L2 inh: -11%; DT40 TDP1 no CPT: 11%; DT40 TDP1 CPT: -27%

What do the screens show for `COc1cc(C(=O)C(O)c2ccc(O)c(OC)c2)ccc1O` (stereo not given)?
DT40 TDP1 no CPT: 1%; DT40 TDP1 CPT: -4%

Results for CCC1=NN(C(=O)COc2ccccc2)C(O)(c2ccncc2)C1 (stereo not given) ?
GCN5L2 inh: -4%; DT40 TDP1 no CPT: 16µM*; DT40 TDP1 CPT: inconclusive

How did COc1cccc(NC(=O)CN(Cc2ccccc2)S(C)(=O)=O)c1 do in these assays?
GCN5L2 inh: -2%; DT40 TDP1 no CPT: -10%; DT40 TDP1 CPT: -6%

How did COc1ccc(-c2[nH]ncc2/C=N/NC(=O)c2ccncc2)c(OC)c1 do in these assays?
GCN5L2 inh: 1%; DT40 TDP1 no CPT: -2%; DT40 TDP1 CPT: 6%

How did CC1=C(C(=O)OC(C)C)C(c2cccc([N+](=O)[O-])c2)C(C(=O)OC2CN(C(c3ccccc3)c3ccccc3)C2)=C(N)N1 (stereo not given) do in these assays?
GCN5L2 inh: -18%; DT40 TDP1 no CPT: inconclusive; DT40 TDP1 CPT: inconclusive

Reprinted from the part before: five entries, followed by the next part.
What do the screens show for `COc1cc(C(=O)C(O)c2ccc(O)c(OC)c2)ccc1O` (stereo not given)?
DT40 TDP1 no CPT: 1%; DT40 TDP1 CPT: -4%

Results for CCC1=NN(C(=O)COc2ccccc2)C(O)(c2ccncc2)C1 (stereo not given) ?
GCN5L2 inh: -4%; DT40 TDP1 no CPT: 16µM*; DT40 TDP1 CPT: inconclusive

How did COc1cccc(NC(=O)CN(Cc2ccccc2)S(C)(=O)=O)c1 do in these assays?
GCN5L2 inh: -2%; DT40 TDP1 no CPT: -10%; DT40 TDP1 CPT: -6%

How did COc1ccc(-c2[nH]ncc2/C=N/NC(=O)c2ccncc2)c(OC)c1 do in these assays?
GCN5L2 inh: 1%; DT40 TDP1 no CPT: -2%; DT40 TDP1 CPT: 6%

How did CC1=C(C(=O)OC(C)C)C(c2cccc([N+](=O)[O-])c2)C(C(=O)OC2CN(C(c3ccccc3)c3ccccc3)C2)=C(N)N1 (stereo not given) do in these assays?
GCN5L2 inh: -18%; DT40 TDP1 no CPT: inconclusive; DT40 TDP1 CPT: inconclusive

What do the screens show for `O=[N+]([O-])c1ccc(Cc2nnc(-c3ccc(F)cc3)o2)cc1`?
GCN5L2 inh: -5%; DT40 TDP1 no CPT: -23%; DT40 TDP1 CPT: -19%

Results for Cc1onc(-c2cccc(Cl)c2Cl)c1C(=O)O/N=C(\N)c1ccc([N+](=O)[O-])o1 ?
GCN5L2 inh: -3%; DT40 TDP1 no CPT: inconclusive; DT40 TDP1 CPT: inconclusive

How did CC1(C(=O)NCc2ccccn2)C=CCN1C(=O)c1ccccc1 (stereo not given) do in these assays?
GCN5L2 inh: -3%; DT40 TDP1 no CPT: 2%; DT40 TDP1 CPT: 13%

Results for COc1ccc(C(=O)Nc2c(C)ccc3nsnc23)cc1[N+](=O)[O-] ?
GCN5L2 inh: 0%; DT40 TDP1 no CPT: -5%; DT40 TDP1 CPT: -1%

Results for CC(C)(CN1CCC(Cc2ccccc2)CC1)NS(=O)(=O)c1ccccc1 ?
GCN5L2 inh: -7%; DT40 TDP1 no CPT: inconclusive; DT40 TDP1 CPT: 21µM*

How did COC(=O)CN(C(=S)Nc1ccc(F)cc1)C1CC(=O)N(c2ccc(OC)cc2)C1=O (stereo not given) do in these assays?
GCN5L2 inh: -13%; DT40 TDP1 no CPT: -24%; DT40 TDP1 CPT: inconclusive

Results for Fc1ccc(Nc2nnns2)cc1 ?
GCN5L2 inh: inconclusive; DT40 TDP1 no CPT: -24%; DT40 TDP1 CPT: -19%

How did CC(C)CCn1c(CN2CCN(Cc3ccccc3)CC2)nc2c1c(=O)[nH]c(=O)n2C do in these assays?
GCN5L2 inh: -1%; DT40 TDP1 no CPT: -23%; DT40 TDP1 CPT: -20%

Results for CNC(=O)c1csc(-c2ccncc2)n1 ?
GCN5L2 inh: -13%; DT40 TDP1 no CPT: 19%; DT40 TDP1 CPT: -1%

What do the screens show for `O=C(O)c1cccc(S(=O)(=O)Nc2ccccc2C(=O)NCCc2ccccc2)c1`?
GCN5L2 inh: -3%; DT40 TDP1 no CPT: -17%; DT40 TDP1 CPT: -3%

How did COc1ccc(CCC(=O)NCCc2csc(-c3ccc(Cl)cc3)n2)cc1 do in these assays?
GCN5L2 inh: -16%; DT40 TDP1 no CPT: inconclusive; DT40 TDP1 CPT: 23µM*

Results for CCN(CC)S(=O)(=O)c1ccc(Cl)c(NC(=O)COC(=O)c2cccn2C)c1 ?
GCN5L2 inh: 3%; DT40 TDP1 no CPT: inconclusive; DT40 TDP1 CPT: inconclusive

What do the screens show for `Cc1cc(C)nc(OC(C(=O)O)C(OCC(C)C)(c2ccccc2)c2ccccc2)n1` (stereo not given)?
GCN5L2 inh: -4%; DT40 TDP1 no CPT: inconclusive; DT40 TDP1 CPT: inconclusive

Results for Cc1cc(C)nc(SCc2cccc(C(=O)O)c2)n1 ?
GCN5L2 inh: -3%; DT40 TDP1 no CPT: -16%; DT40 TDP1 CPT: -9%

What do the screens show for `Cc1cc(OCCOCCN2CCCC2)ccc1C(C)C`?
GCN5L2 inh: -6%; DT40 TDP1 no CPT: inconclusive; DT40 TDP1 CPT: inconclusive

Results for O=C(N/N=C/C=C/c1ccccc1)c1ccncc1 ?
GCN5L2 inh: -4%; DT40 TDP1 no CPT: 21µM*; DT40 TDP1 CPT: inconclusive

Results for CC(NC(=O)C1CCOCC1)c1nnc2n1CCN(Cc1cc3c(cc1Cl)OCO3)CC2 (stereo not given) ?
DT40 TDP1 no CPT: -3%; DT40 TDP1 CPT: 2%

How did CC(C)Cc1nn2c(=O)cc(O)nc2s1 do in these assays?
GCN5L2 inh: 0%; DT40 TDP1 no CPT: -4%; DT40 TDP1 CPT: 2%
